SRC2 inh: human SRC2 (NCOA2) inhibition; Q15596; HEK293 GAL4-SRC2 luciferase reporter, luminescence; inhibition, % at 9 µM; 370,000 tested, 0.17% active; AID 651957;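 active = inhibition above the mean inhibition of all tested compounds plus 3 SD, set per campaign, cut at about 52% in these data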;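 also: 0% = DMSO treated cells and 100% = cells given Gossypol at 36 µM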
NR5A2 inv ag: NR5A2 inverse agonism in reporter assay. HEK293T StAR-luciferase reporter, LRH-1 transfected, 24 h. O00482. inhibition, % at 3.6 µM. 360,000 tested, 0.13% active;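 active = inhibition above the mean inhibition of all tested compounds plus 3 SD, cut at about 73% in these data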;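 also: 0% = DMSO wells and 100% = reporter-only cells lacking LRH-1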
NCOA3 inh: inhibitors of human steroid receptor coactivator 3 (SRC3) | HEK293 GAL4-SRC3 luciferase reporter, luminescence | inhibition, % at 3.6 µM | 360,000 tested, 0.17% active | AID 588352;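 active = inhibition above a per-campaign cutoff, the mean of all compounds plus 3 SD, cut at about 60% in these data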;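 also: 0% = DMSO-treated cells and 100% = gossypol-treated cells at 36 µM; higher means less SRC3-driven luciferase light from the GAL4 reporter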
SRC1 inh: human NCOA1 inhibition | HEK293 GAL4-SRC1 luciferase reporter, luminescence | inhibition, % at 3.6 µM | 360,000 tested, 0.12% active | Q15788;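 active = inhibition above the campaign mean plus 3 SD, with each screening campaign given its own cutoff, cut at about 60% in these data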;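 also: 0% = DMSO treated cells and 100% = gossypol at 36 µM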
C8 TRAIL sens: sensitizes caspase-8 expressing cells to TRAIL; NB7+C8 cells + TRAIL, ATPlite viability luminescence; inhibition (viability loss, TRAIL sensitization), % at 10 µM; 360,000 tested, 1% active;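 active = compounds causing at least 50% loss of cell viability in the single-dose screen, relative to plate controls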
NR2F2 inh: inhibitors of human COUP-TFII (NR2F2). P24468. HEK293T NGFI-A luciferase reporter, luminescence. inhibition, % at 8.6 µM. 370,000 tested, 0.7% active. AID 686940;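 active = inhibition above a per-plate cutoff, mean inhibition of test wells between control levels plus 3 SD, cut at about 38% in these data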;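 also: cells cotransfected with COUP-TFII expression vector driving the NGFI-A reporter; 0% = median of COUP-TF2 test wells and 100% = reporter-only cells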
TROY signal inh: blocks TROY-dependent signaling in reporter cells; Q293 LMP1-TROYcd NF-kB luciferase reporter, 4 h; inhibition, % at 10 µM; 360,000 tested, 0.98% active; AID 1347056;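 active = compounds whose plate-normalised and pattern-corrected inhibition of the luciferase reporter signal at the single screening dose is 50% or more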
Vif imaging: inhibitors of HIV Vif | AID 602346 | inhibition, % at 7.49 µM | HEK293T cells, Vif self-association by quenched fluorescence, imaging, 24 h | 340,000 tested, 0.35% active; in the data active = inhibition above about 50%, passing the limit was not always enough; also: some results filed as inactive read as strong as hits
TLR9-MyD88 block: blocks human TLR9 binding to MyD88 | CHO BLA complementation TLR9-MyD88, CCF4 FRET ratio | inhibition, % at 4.98 µM | 340,000 tested, 0.21% active | Q9NR96+Q99836;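 active = inhibition above the mean over all tested compounds plus 3 SD, cut at about 21% in these data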;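 also: 0% = DMSO only wells and 100% = clavulanate BLA inhibitor control wells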
Target sequence (Q99836 whole entry, looked up): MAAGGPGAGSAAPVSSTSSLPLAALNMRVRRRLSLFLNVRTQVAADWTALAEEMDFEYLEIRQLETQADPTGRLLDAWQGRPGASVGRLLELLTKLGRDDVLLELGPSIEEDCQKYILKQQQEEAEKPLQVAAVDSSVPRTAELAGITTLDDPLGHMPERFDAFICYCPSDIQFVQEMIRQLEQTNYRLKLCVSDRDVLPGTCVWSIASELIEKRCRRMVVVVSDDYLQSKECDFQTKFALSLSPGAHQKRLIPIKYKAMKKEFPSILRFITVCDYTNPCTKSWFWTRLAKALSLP
Target sequence (Q9NR96 whole entry, looked up): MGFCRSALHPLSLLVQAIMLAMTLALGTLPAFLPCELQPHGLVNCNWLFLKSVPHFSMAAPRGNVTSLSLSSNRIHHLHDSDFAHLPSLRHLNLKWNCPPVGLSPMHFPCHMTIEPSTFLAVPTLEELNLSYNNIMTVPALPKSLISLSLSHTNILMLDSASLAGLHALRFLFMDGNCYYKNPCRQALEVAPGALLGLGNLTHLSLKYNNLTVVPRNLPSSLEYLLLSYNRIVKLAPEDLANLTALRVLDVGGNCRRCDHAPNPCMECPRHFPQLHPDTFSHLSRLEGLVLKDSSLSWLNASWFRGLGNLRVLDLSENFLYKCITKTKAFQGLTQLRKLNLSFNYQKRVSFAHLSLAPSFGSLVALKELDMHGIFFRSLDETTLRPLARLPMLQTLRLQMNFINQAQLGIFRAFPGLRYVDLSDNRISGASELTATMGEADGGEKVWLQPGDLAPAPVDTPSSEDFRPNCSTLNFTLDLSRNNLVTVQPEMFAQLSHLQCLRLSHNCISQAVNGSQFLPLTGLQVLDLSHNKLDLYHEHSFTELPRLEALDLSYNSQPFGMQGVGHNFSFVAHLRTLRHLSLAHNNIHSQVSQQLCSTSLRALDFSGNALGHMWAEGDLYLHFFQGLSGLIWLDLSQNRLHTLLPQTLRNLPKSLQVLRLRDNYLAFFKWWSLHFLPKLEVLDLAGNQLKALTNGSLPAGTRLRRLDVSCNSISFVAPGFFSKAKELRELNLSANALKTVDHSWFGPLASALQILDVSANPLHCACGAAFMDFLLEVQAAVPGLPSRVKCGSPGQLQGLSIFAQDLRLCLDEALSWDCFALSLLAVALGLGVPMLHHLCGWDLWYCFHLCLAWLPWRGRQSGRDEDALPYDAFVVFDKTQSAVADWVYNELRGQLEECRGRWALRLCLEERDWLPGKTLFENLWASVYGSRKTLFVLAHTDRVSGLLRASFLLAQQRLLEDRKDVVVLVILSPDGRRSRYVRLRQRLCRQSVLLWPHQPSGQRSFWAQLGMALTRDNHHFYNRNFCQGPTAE
NOD2 RIPK2 PPI: blocks binding of human NOD2 to RIPK2; O43353; CHO BLA complementation NOD2-RIPK2, CCF4 ratio; inhibition, % at 4.98 µM; 360,000 tested, 0.38% active; in the data active = inhibition above about 21%;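 also: 0% = vehicle only and 100% = reference blocker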
EBV LMP1 NFkB: reduces LMP1-driven NF-kappaB luciferase signal; LMP1-induced NF-kappaB luciferase reporter cells, luminescence; inhibition, % at 12.5 µM; 350,000 tested, 0.69% active; in the data active = inhibition above about 41%;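 also: 0% = neutral control wells and 100% = reference inhibitor control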
* hit, by the source's call; / = no result given. Only part of the results is shown. The share of hits here may be higher or lower than overall.

SMILES | SRC2 inh | NR5A2 inv ag | NCOA3 inh | SRC1 inh | C8 TRAIL sens | NR2F2 inh | TROY signal inh | Vif imaging | TLR9-MyD88 block | NOD2 RIPK2 PPI | EBV LMP1 NFkB
CC(C)(C)c1ccc(/C=C/C(=O)N2CCN(c3ncccn3)CC2)cc1 | 5.0 | -10.8 | 18.1 | -6.4 | 1.6 | -4.7 | 15.0 | -2.3 | -8.5 | 11.5 | 1.2
O=C(COC(=O)c1ccc[n+]([O-])c1)Nc1ccc([N+](=O)[O-])cc1C(F)(F)F | -21.8 | 20.7 | -4.2 | -9.6 | -4.1 | -2.1 | 20.1 | -1.4 | -9.4 | -4.7 | 3.5
O=C(COc1ccccc1)N1CCN(C(=O)c2ccco2)CC1 | 7.8 | -12.1 | 9.3 | -9.6 | -15.7 | 1.3 | -6.5 | -3.0 | 0.3 | -10.9 | -6.6
COc1ccc(C(=O)C(=O)N2CCN(c3ccc(C)cc3)CC2)cc1OC | -8.9 | 12.3 | / | / | -8.6 | 9.7 | / | / | / | -11.8 | /
C/C=C(\C)C(=O)Nc1cccc(C2=NOC3(C2)C[C@H](C(N)=O)N(C(=O)CC#N)C3)c1 (stereo partly drawn) | -6.9 | 15.9 | 11.7 | 4.8 | -10.9 | -11.3 | -11.8 | -2.6 | -0.8 | -8.1 | 3.0
CCOC(=O)NC(c1ccccc1)C1CCCCC1=O (stereo not drawn) | -11.3 | -1.4 | 14.1 | -6.9 | -17.8 | -2.5 | 7.1 | -13.8 | -8.2 | -3.7 | -5.6
COc1ccc(N=C2S/C(=C\c3ccc(OCC(=O)O)cc3)C(=O)N2CCc2c[nH]c3ccccc23)cc1 | -23.2 | 0.8 | 10.6 | 12.1 | -3.1 | 14.2 | -1.3 | -4.4 | -21.3 | -5.8 | -6.9
Cc1cccc(NC(=O)N2CCCC2C(=O)NCc2cccs2)c1 (stereo not drawn) | -21.5 | 13.4 | 3.9 | -8.8 | -21.8 | -6.1 | 11.2 | 2.8 | -10.5 | 1.0 | 3.1
O=C(NC(=S)NCc1cccnc1)c1ccccc1F | 11.2 | -13.0 | 3.2 | -15.7 | -5.7 | -8.5 | 3.9 | -9.1 | -4.6 | -2.0 | 2.9
O=c1ccn(-c2cccc(C(F)(F)F)c2)nc1-c1ccn(-c2cccc(Cl)c2)n1 | 0.6 | 0.1 | 14.7 | -16.1 | -5.7 | 11.9 | -2.6 | -7.2 | -10.0 | -6.1 | -9.1
Cc1ccccc1C(=O)N/N=C1/SCC(=O)N1Cc1ccc2c(c1)OCO2 | 1.2 | 13.6 | 15.9 | 9.4 | -4.3 | -0.5 | -11.0 | -4.3 | -11.4 | -4.0 | 4.1
COc1ccccc1NC(=O)NCc1ccccc1F | -13.8 | 13.2 | 8.6 | 4.6 | 3.2 | 7.7 | -1.9 | -5.9 | -2.2 | -8.2 | 0.7
COc1cc2c(cc1OC)C(COc1ccccc1OC)N(C(=O)C(C)C)CC2 (stereo not drawn) | 15.6 | 4.2 | -10.7 | -3.1 | -7.8 | -1.9 | -4.2 | 0.8 | -10.1 | 0.0 | -2.7
Cn1c(SCC(=O)Nc2cccc(F)c2)nnc1-c1cccnc1 | -3.2 | -6.9 | 4.3 | -14.4 | -6.2 | -15.9 | -18.4 | 6.1 | 0.5 | 0.2 | -3.5
CN(C)CCCn1c(SCC(=O)Nc2sc3c(c2C#N)CCCC3)nnc1-c1ccncc1 | 9.2 | -3.3 | 10.4 | -2.7 | -3.6 | -6.9 | -3.4 | -9.8 | -6.4 | -2.6 | -2.5
CCOCC(=O)N1CCN(c2ccc([N+](=O)[O-])cc2)CC1 | 12.2 | 12.8 | 4.8 | 2.5 | -1.0 | -5.7 | -0.4 | -8.4 | 5.3 | -9.4 | -27.1
Cc1ccc(-n2ncc3c2CC(C)(C)CC3NC(=O)CCc2cnn(C)c2)cc1 (stereo not drawn) | 1.0 | 23.7 | 5.5 | 0.3 | -2.0 | 1.8 | -13.1 | / | -6.0 | -4.6 | 0.7
O=C(CSc1nnc(-c2ccccc2Br)o1)Nc1cccc2ccccc12 | 5.0 | -9.1 | -26.2 | 5.0 | -10.6 | 7.8 | -7.3 | 1.7 | -10.0 | -8.7 | -3.5
COc1ccc(C(=O)Nc2ccc(Cc3ccncc3)cc2)cc1Br | 13.8 | -3.1 | 11.3 | -23.9 | 4.1 | 2.3 | 41.4 | -1.4 | -3.4 | -2.4 | -2.3
O=C(CSc1nc2ccccc2c(=O)n1CCCN1CCOCC1)Nc1ccccc1OC(F)F | 6.7 | -4.0 | 3.8 | -11.6 | 5.4 | 1.8 | -9.1 | 9.3 | 1.6 | -7.9 | -2.4
Cc1cc(C)c(C#N)c(SCc2[nH]nc3c2C(c2ccccc2)C(C#N)=C(N)O3)n1 (stereo not drawn) | 11.7 | -0.8 | 4.7 | -0.1 | -6.1 | 3.2 | 11.8 | / | -6.4 | -10.6 | -4.0
Nc1cc(=O)[nH]c(SCC(=O)Nc2ccccc2Sc2ccccc2)n1 | 10.9 | -4.4 | -5.7 | -2.6 | 3.4 | -8.4 | 12.8 | -3.1 | -9.9 | -1.2 | -9.3
CC(C)C(NC(=O)CNC(=O)OC(C)(C)C)C(=O)NCc1ccc(Cl)cc1 (stereo not drawn) | -24.4 | -5.0 | -12.0 | -33.2 | 0.0 | 1.9 | -17.4 | 3.5 | 1.8 | -6.3 | 2.7
CCOC(=O)CSC1=NN2CCS(=O)(=O)N=C2S1 | -15.6 | -1.9 | 5.7 | -2.5 | -10.9 | 16.7 | -8.8 | 0.4 | -18.4 | -9.6 | 1.7
CCc1cccc(N=c2c([N+](=O)[O-])nn(-c3ccc4c(c3)OCCO4)n2O)c1 | -12.2 | 3.5 | -15.6 | -19.5 | 10.8 | 18.5 | 55.4* | -20.6 | -6.3 | 0.0 | 10.5
COc1ccccc1NC1=NC2(CCCC2)N=C(N)N1 | -18.0 | -7.7 | -4.9 | -10.5 | -7.8 | -1.3 | 0.0 | 3.4 | -10.3 | -2.3 | -2.7
Cc1ccc(Cl)cc1NC(=O)CCNC(=O)N1CC(=O)Nc2ccccc21 | -8.7 | -9.0 | 1.8 | -16.1 | -10.0 | 4.9 | 8.3 | -0.2 | 2.0 | -0.3 | 18.6
CCOc1ccc(Cl)cc1CNCCNCC(C)O (stereo not drawn) | 7.3 | -26.7 | 0.3 | -9.3 | -6.7 | 10.9 | -4.4 | 17.1 | 6.3 | 5.4 | -4.6
CC(C(=O)N1CCCC1)N1CCN(S(=O)(=O)c2ccccc2)CC1 (stereo not drawn) | -0.9 | -7.9 | -11.5 | 5.9 | -12.1 | 11.0 | -6.1 | 3.4 | -10.5 | 2.4 | -5.9
CCN(CC(=O)NCc1cccs1)S(=O)(=O)c1ccccc1Cl | -14.9 | 5.8 | 5.3 | -0.8 | 0.7 | 1.5 | -6.8 | -4.7 | -5.2 | 1.9 | -10.2
COc1ccc(-c2cc(N)n(S(=O)(=O)c3ccc(F)cc3)n2)cc1OC | 27.9 | 16.6 | 5.2 | 20.4 | 12.9 | 45.6* | 24.0 | -9.2 | -7.6 | -6.3 | 4.1
Cn1c(=O)n(C)c2cc(NS(C)(=O)=O)ccc21 | -32.0 | 6.1 | 18.4 | 8.4 | 24.0 | -9.0 | -7.9 | 6.0 | -44.6 | -2.7 | -1.9
O=C(c1ccoc1)N1CCC2(CC1)Oc1ccc(Cl)cc1C(=O)C21CC(c2ccccc2)=NO1 (stereo not drawn) | 10.5 | 8.5 | -14.1 | -7.9 | 10.3 | 2.5 | 4.2 | / | 4.5 | -2.3 | 9.5
O=C(CSc1nc2ccccc2o1)N/N=C/c1ccc(C(=O)O)cc1 | -3.3 | -10.4 | 19.2 | 4.7 | -23.8 | -11.0 | -3.2 | 0.6 | 9.4 | -0.7 | -8.5
COc1cc(C(=O)Nc2nnc(CC(=O)N3CCOCC3)s2)cc(OC)c1OC | -13.9 | 25.4 | 0.1 | -12.8 | 8.1 | 15.3 | 21.1 | -1.5 | -3.9 | -15.0 | 4.2
COc1cc(/C=C(\CCC(=O)O)c2nc3ccccc3s2)ccc1OCC(=O)Nc1c(Cl)cccc1Cl | -0.6 | -3.7 | -7.8 | -5.2 | 0.7 | 4.1 | -5.3 | -2.1 | 2.2 | -4.2 | 1.0
CN1CCN(C(=O)c2ccccc2NC(=O)Cc2ccccc2)CC1 | 0.8 | -13.1 | -5.8 | -2.9 | -12.7 | 1.7 | 0.9 | -0.7 | 2.5 | 2.3 | 0.5
OCCCCNCc1cc(Br)ccc1OCc1ccccc1 | 3.2 | 2.6 | 19.8 | 10.6 | -3.3 | -11.1 | -6.8 | 4.2 | 0.1 | -7.9 | 0.7
Cc1cc(C)nc(Nc2nc(C(N)Cc3ccc(C(F)(F)F)cc3)cs2)n1 (stereo not drawn) | 13.7 | -17.8 | 0.7 | -5.1 | 38.8 | 0.5 | -4.3 | -2.0 | / | 8.9 | /
COC(=O)c1ccc(CNC(=O)c2ccccc2C(=O)NCC2(CBr)OCCO2)cc1 | -28.6 | 23.3 | 2.4 | -9.0 | -9.4 | 5.8 | -7.3 | -2.2 | -3.2 | -13.8 | -7.9

Results in SRC1 inh, C8 TRAIL sens and TROY signal inh, for some of the entries so far:
| SMILES | SRC1 inh | C8 TRAIL sens | TROY signal inh |
| --- | --- | --- | --- |
| OCCCCNCc1cc(Br)ccc1OCc1ccccc1 | 10.6 | -3.3 | -6.8 |
| Cc1cc(C)nc(Nc2nc(C(N)Cc3ccc(C(F)(F)F)cc3)cs2)n1 (stereo not drawn) | -5.1 | 38.8 | -4.3 |
| COC(=O)c1ccc(CNC(=O)c2ccccc2C(=O)NCC2(CBr)OCCO2)cc1 | -9.0 | -9.4 | -7.3 |

Next section
SMILES | SRC2 inh | NR5A2 inv ag | NCOA3 inh | SRC1 inh | C8 TRAIL sens | NR2F2 inh | TROY signal inh | Vif imaging | TLR9-MyD88 block | NOD2 RIPK2 PPI | EBV LMP1 NFkB
C#CCONC(=O)c1cc(OCC(F)(F)F)ccc1OCC(F)(F)F | 2.2 | -1.4 | 8.8 | 4.6 | -15.9 | -10.6 | -0.2 | -15.9 | 5.0 | 2.9 | -2.8
Cn1c(=O)cc(SCC(=O)NCCC2=CCCCC2)c2ccccc21 | -0.8 | 2.1 | 8.8 | 2.8 | -11.7 | 3.8 | -12.3 | 1.9 | 6.0 | -3.7 | 13.5
CCS(=O)(=O)n1nc(-c2ccc(OC)cc2)nc1SC | -31.5 | -47.1 | -12.1 | -22.3 | -2.9 | -29.2 | -45.9 | 1.7 | 3.3 | -0.2 | -16.3
CC(C)NOC(=O)c1ccc(Cl)cc1 | -13.1 | 3.7 | 14.3 | 7.5 | -9.1 | -2.6 | -7.5 | 8.7 | -5.6 | 1.4 | 5.1
CC(C)C(=O)NC(c1ccc(N(C)C)cc1)c1c(O)ccc2ccccc12 (stereo not drawn) | 11.1 | 2.6 | 20.2 | 0.3 | 6.5 | 16.6 | 20.1 | 2.2 | -4.7 | -6.1 | -9.7
CC(C)CN(C(=O)COC(=O)c1cc2c(s1)CCC2)C1CCS(=O)(=O)C1 (stereo not drawn) | -18.0 | -1.6 | -13.3 | -13.2 | 23.9 | -0.9 | 6.2 | 16.0 | 4.8 | -1.1 | 5.4
